Rtt109 Vps75: inhibitors of Candida albicans Rtt109/Vps75 histone acetyltransferase. purified Rtt109/Vps75, ThioGlo CoA-SH fluorescence, 4 h. inhibition, % at 34.9 µM. 330,000 compounds, 0.16% hits. AID 540336;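 active = inhibition of at least 50% in every replicate; inconclusive = best replicate reaches 50% inhibition but some replicates fall short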
Target sequence (Q5AAJ8 whole entry, looked up): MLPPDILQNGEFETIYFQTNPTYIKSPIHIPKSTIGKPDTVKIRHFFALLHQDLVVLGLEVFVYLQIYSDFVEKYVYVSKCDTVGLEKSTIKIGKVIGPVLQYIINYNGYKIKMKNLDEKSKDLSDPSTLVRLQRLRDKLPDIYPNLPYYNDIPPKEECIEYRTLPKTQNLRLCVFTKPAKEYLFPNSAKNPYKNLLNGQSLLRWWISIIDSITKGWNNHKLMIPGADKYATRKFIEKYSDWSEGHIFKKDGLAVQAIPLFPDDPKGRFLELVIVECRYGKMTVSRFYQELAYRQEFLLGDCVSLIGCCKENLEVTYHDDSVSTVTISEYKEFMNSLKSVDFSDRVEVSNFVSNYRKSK
dFosB activator: mouse delta FosB homodimer activation | P13346 | purified delta FosB, TAMRA-CDK5 oligo fluorescence polarization; percent of positive-control signal above neutral wells | activation, % at 25 µM | 340,000 compounds, 0.99% hits;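 active = mean activation above about 17%, with every replicate also reaching it, limit read from the data, passing the limit was not always enough; inconclusive = only one of the two conditions met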;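 note: fluorescence polarization rise as delta FosB binds a TAMRA Cdk5 AP-1 oligo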
Target sequence (P13346 whole entry, looked up): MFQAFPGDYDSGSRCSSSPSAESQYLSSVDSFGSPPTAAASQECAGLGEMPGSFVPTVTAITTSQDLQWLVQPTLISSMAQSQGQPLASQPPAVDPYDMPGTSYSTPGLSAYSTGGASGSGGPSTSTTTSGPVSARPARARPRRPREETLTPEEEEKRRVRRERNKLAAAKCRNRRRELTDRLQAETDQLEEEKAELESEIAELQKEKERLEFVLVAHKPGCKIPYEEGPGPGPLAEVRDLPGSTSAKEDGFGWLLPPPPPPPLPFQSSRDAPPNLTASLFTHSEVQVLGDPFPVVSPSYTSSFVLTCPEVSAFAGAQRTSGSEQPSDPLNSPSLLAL
PfHsp90 set2: reduces growth (ATP signal) of yeast expressing P. falciparum Hsp90; S. cerevisiae expressing PfHsp90, BacTiter-Glo ATP, 48 h; yeast lacking PDR1 and PDR3 efflux regulators; inhibition, % at 9.4 µM; 310,000 compounds, 0.32% hits;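 active = every replicate shows inhibition above about 80%, whatever the replicate mean, limit read from the data; inconclusive = mean inhibition reaches the set limit but some replicate falls short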;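 note: 0% = DMSO neutral controls and 100% = 20 µM radicicol positive controls; yeast relying on Plasmodium falciparum Hsp90 in place of its own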
NSD2 inh: NSD2 (human) methyltransferase inhibition; 310,000 compounds, 0.54% hits; O96028; inhibition, % at 12.5 µM; NSD2 peptide methylation, AlphaScreen, 120 min; in the data active = inhibition above about 50%
PvdQ acylase: P. aeruginosa PvdQ acylase inhibition. purified PvdQ acylase, fluorescence plate reader. inhibition, % at 10 µM. 340,000 compounds, 0.063% hits. AID 488965; in the data active = inhibition above about 30%, passing the limit was not always enough; inconclusive = no clear call, values can overlap the other calls;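 note: 0% = vehicle neutral wells and 100% = reference inhibitor wells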
CAL PDZ FP-1: inhibitors of human CAL PDZ peptide binding. inhibition, % at 24.9 µM. purified CAL PDZ, TMR-peptide fluorescence polarization, 1 h. AID 602252. 300,000 compounds, 0.92% hits;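 active = mean inhibition of at least 30% with at least half of replicates also reaching 30%; inconclusive = no clear call, values can overlap the other calls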;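 note: 0% = DMSO neutral control and 100% = excess unlabeled competitor peptide PRC23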
MITF TRPM1 HTS: MITF TRPM1 promoter activation in melanoma cells. SK-MEL-5 TRPM1-promoter luciferase, 24 h; % of positive control, neutral wells = 0. activation, % at 12.5 µM. 300,000 compounds, 0.75% hits. AID 588334;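 active = mean activation of at least 80% with every replicate also reaching 80%; inconclusive = mean reaches 80% but some replicate falls short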;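 note: 0% = neutral control wells and 100% = parthenolide positive control wells; values of inactives mirror those of a sister screen read the other way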
SR-BI uptake up: activators of SR-BI mediated HDL lipid uptake. 320,000 compounds, 0.096% hits. CHO ldlA[mSR-BI] cells, DiI-HDL uptake fluorescence, 3 h; 100 = double the neutral-control signal. activation, % at 12.5 µM;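 active = mean replicate activation of at least 60% and every replicate at or above 60%; inconclusive = mean or all-replicate condition met, but not both; inactive = mean below 60% and not all replicates reaching 60%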;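 note: 0% = median plate neutral-control signal and 100% = twice that signal; values of inactives mirror those of a sister screen read the other way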
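System: LDL receptor-deficient CHO ldlA cells overexpressing murine SR-BI | Timing: 3 h uptake period with compound, 37 °C | Medium: HEPES-buffered (25 mM, pH 7.4) F12 plus 0.5% BSA | Dosing: Single-point compound dose | Signal: Bottom-read fluorescence, 550/595 nm | Read-out: Retained DiI signal reflecting DiI-HDL uptake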
CAL PDZ FP-2: inhibitors of human CAL PDZ peptide binding; AID 504414; purified CAL PDZ, TMR-peptide fluorescence polarization, 1 h; inhibition, % at 20 µM; Q9HD26; 330,000 compounds, 0.02% hits;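 active = highest replicate inhibition of at least 40%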;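 note: plate controls were DMSO neutral control wells for no effect and unlabeled competitor peptide control wells for full effect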
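material = purified tagged CAL PDZ domain construct (CerCALP) | buffer or medium = sodium phosphate/NaCl buffer pH 7.4 with TCEP, IgG, Thesit | reagent = TMR-labelled reporter peptide T*-PRC34 bound in PDZ groove | incubation = 1 h room-temperature incubation prior to read | measured by = fluorescence polarization (mP) | evaluation = percent inhibition from loss of millipolarization | control set = unlabelled peptide and DMSO controls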
SR-BI DiI inh: mouse SR-BI HDL lipid transfer inhibition; Q61009; ldlA[mSR-BI] CHO cells, DiI-HDL uptake fluorescence, 3 h; inhibition, % at 12.5 µM; 320,000 compounds, 0.96% hits; AID 488896;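 active = mean replicate inhibition of at least 70% and a set share of replicates each scoring 70 or more; inconclusive = meets just one of the two criteria; inactive = fails both criteria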;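 note: 0% = median of neutral control wells and 100% = median of positive control wells; values of inactives mirror those of a sister screen read the other way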
* = called active by the depositor; u = inconclusive; x = not tested or not shown. The order is random. About 4.3% of those tested had a hit in this group.

entry	Rtt109 Vps75	dFosB activator	PfHsp90 set2	NSD2 inh	PvdQ acylase	CAL PDZ FP-1	MITF TRPM1 HTS	SR-BI uptake up	CAL PDZ FP-2	SR-BI DiI inh	SMILES
1	-8	-37	30	7	3	-17	25	-16	-4.2	16	CN1CCN(NC(=O)c2cc(-c3ccc(Br)s3)nc3ccccc23)CC1
2	-19	-5	-91	-1	-23	x	u	3	-1.0	-3	O=C(c1ccc(-c2ccccc2Cl)o1)N1CCCCCCC1
3	13	-4	10	8	-2	1	8	0	0.0	0	CC(=O)c1ccc(S(=O)(=O)NCCC(=O)OCC(=O)N(Cc2ccccc2)C(C)(C)C)cc1
4	u	5	-11	-6	-11	-1	10	18	-0.1	-18	N#CC1=C(S)N(c2ccccc2)C2(CCCCC2)NC1=O
5	-2	1	x	46	-2	2	-21	19	0.7	-19	CCOC(=O)C1CCN(C(=O)COC(=O)c2ccc([N+](=O)[O-])o2)CC1
6	0	4	-24	-1	-13	-2	0	-8	-0.3	8	O=C1C(Cl)=C(N2CCCC2)C(=O)N1c1ccccc1F
7	-5	7	-2	x	-24	-3	11	-3	-1.5	3	CCC[C@@H](CN1CCC[C@H]1CN1C(N)=NC[C@@H]1Cc1ccccc1)N1C[C@@H](Cc2ccccc2)N(CCc2ccc(Cl)c(Cl)c2)C1=N
8	5	-7	-9	x	-10	-2	-2	10	-1.1	-10	CC[C@]12c3[nH]c4ccc(Cl)cc4c3CCN1C(=O)[C@@H](CC(=O)NCCCn1ccnc1)C[C@@H]2C(=O)N1CCN(C(=O)c2ccco2)CC1
9	-5	-7	3	0	-10	x	-5	5	-1.3	-5	Cc1c(Cl)cccc1N1C(=O)CC(NNC(=O)c2ccc3c(c2)OCO3)C1=O (stereo unspecified)
10	5	-8	12	-4	-7	-3	8	-19	-2.3	19	Cc1cc(NC(=O)CSc2ccccn2)cc(NC(=O)CSc2ccccn2)c1
11	-13	-6	-15	3	0	1	-14	11	-0.4	-11	Cc1cc(Br)ccc1SCC(=O)OCC(O)=C(C#N)c1nc2ccccc2[nH]1
12	3	-7	20	10	-24	-9	6	0	-0.6	0	CN1C(=O)Cc2cc(S(=O)(=O)Nc3ccc(N4CCOCC4)cc3)ccc21
13	-1	-22	-6	9	-18	-4	10	-21	-0.2	21	CCCN(CCC)CCNC(=O)c1cc2c(=O)n(CC)c3ccccc3c2s1
14	x	1	-4	0	14	1	x	-9	-0.4	9	Cn1ccnc1SC(C(=O)O)c1ccccc1 (stereo unspecified)
15	-8	1	-2	0	-9	1	-1	9	-1.0	-9	CC(=NO)C1CCC2C3CCC4CC(=NO)CCC4(C)C3C(C)(O)CC12C (stereo unspecified)
16	0	-7	-12	0	-2	0	6	9	0.9	-9	Cc1ccc(C(=O)O/N=C/C2=C(Cl)c3ccccc3CC2)cc1
17	-6	6	9	-2	-3	-2	1	19	0.2	-19	CC(=O)c1ccc(NC(=O)CSc2nc(C)cc(C)c2C(N)=O)cc1
18	3	u	-9	0	-12	1	-23	-26	-1.8	26	CCC(C)C(NC(=O)c1ccccc1NC(=O)c1ccc(OC)cc1)C(=O)NCc1ccco1 (stereo unspecified)
19	x	-12	-6	3	17	-2	0	40	-2.8	-40	CC1(C)CC(=O)C2=C(C1)Oc1ncn(CCCn3ccnc3)c(=N)c1C2c1ccccc1 (stereo unspecified)
20	-14	-12	-28	2	-8	-4	90*	x	-2.9	x	Fc1ccccc1CSCc1nc2ccccc2[nH]1

Look-ups from above.
Under CAL PDZ FP-2, #17 shows 0.2
Under CAL PDZ FP-1, #12 shows -9
Under SR-BI DiI inh, #14 shows 9

(cont.)
entry	Rtt109 Vps75	dFosB activator	PfHsp90 set2	NSD2 inh	PvdQ acylase	CAL PDZ FP-1	MITF TRPM1 HTS	SR-BI uptake up	CAL PDZ FP-2	SR-BI DiI inh	SMILES
21	x	0	7	x	-9	-4	-3	-37	-1.4	37	CCOC(=O)c1ccc2c(c1)n(CC)c(/C=C/Nc1ccccc1)[n+]2CC
22	3	-4	17	-3	-14	-4	x	7	-0.1	-7	CC(Sc1nc2ccc(C(=O)c3ccccc3)cc2[nH]1)C(=O)O (stereo unspecified)
23	4	4	26	-2	-10	-2	-11	-11	-1.3	11	O=C1C2C3c4ccccc4C(c4ccccc43)C2c2nc3ccccc3n21 (stereo unspecified)
24	0	-6	-2	0	0	-3	23	-1	-1.0	1	O=C(N/C(=C/c1ccc(Br)cc1)C(=O)N1CCCC1)c1cccs1
25	9	-3	x	28	-1	-3	11	7	-2.2	-7	Cc1ccc(C)c(NC(=O)CN(C)C(=O)c2cccc(S(=O)(=O)N3CCCC3)c2)c1
26	u	-3	2	x	9	10	6	21	-1.9	-21	CN(C)S(=O)(=O)N1CCN(S(=O)(=O)c2ccc(F)cc2)CC1
27	-16	-4	3	1	-13	-3	51	0	-1.6	0	CCc1c(C)nc2cc(-c3cccs3)[nH]n2c1=O
28	2	1	-1	x	-14	1	3	9	-0.5	-9	COc1ccc(N2C(=O)CCC(C(=O)O)C2c2ccccc2OC)cc1 (stereo unspecified)
29	-1	-5	-22	-1	-6	-2	14	-16	-2.7	16	CCc1ccc(OCCCC(=O)Nc2ccc(N3CCOCC3)cc2)cc1
30	-6	-5	13	x	-15	x	x	17	-0.5	-19	CCOC(=O)C1CCN(C(C(=O)NC2CCCC2)c2ccc(C)cc2)CC1 (stereo unspecified)
31	-3	-1	14	x	6	-7	-6	2	-1.5	-2	Cc1ccc(S(=O)(=O)N2[C@@H](c3ccccc3)C(C(=O)O)=CC[C@H]2c2ccc(Cl)cc2)cc1
32	-3	-2	18	1	-14	-5	50	-1	-2.5	1	Cc1cccc(C)c1OCc1cc(C(=O)N2CCN(c3ccccn3)CC2)no1
33	-2	-9	-13	12	-8	x	x	-40	-0.7	40	COc1ccccc1/C=N\Nc1ccccc1[N+](=O)[O-]
34	0	-7	9	-1	-12	-2	5	17	-4.5	-17	Cc1oc(-c2ccccc2)nc1CC(=O)O
35	-4	-4	-3	4	0	-4	-2	-45	-0.3	45	CS(=O)(=O)N1CCN(c2ccccc2NC(=S)NC(=O)c2ccccc2[N+](=O)[O-])CC1
36	4	5	12	-1	9	-4	4	23	-0.6	-23	COc1ccc(NC(=O)CN2CCN(c3ccc(F)cc3)CC2)cc1
37	0	0	4	0	-7	1	-12	12	-6.8	-12	Cc1nc2c(-c3ccccc3)c(C)[nH]n2c(=O)c1Cc1ccccc1
38	2	2	0	-3	-16	0	-4	15	-1.3	-15	CCOC(=O)CC1(NC(=O)C2CCC(=O)N(CCc3ccc(OC)cc3)C2)CCCCC1 (stereo unspecified)
39	-2	-5	6	1	-5	3	10	x	-1.5	x	CC(C)=CCCC(C)CN1CCC(N2CCC(C(=O)N3CCOCC3)CC2)CC1 (stereo unspecified)
40	-1	-5	5	-3	-11	-3	-12	0	-3.0	0	COCCN(C(=O)c1ccc(OC2CCN(S(=O)(=O)N(C)C)CC2)cc1)C(C)C
41	7	-4	19	0	-4	0	-6	27	0.6	-27	O=C(c1nsc(Cl)c1Cl)N1CCCCC1
42	4	7	0	1	-9	x	5	13	0.4	-13	O=C1CCC(=O)N1c1ccc(-c2nc3sc4c(c3c(=O)o2)CCC4)cc1
43	4	-5	15	9	10	2	8	2	-1.6	-2	O=S(=O)(Cc1ccccc1Cl)CC(O)COc1ccccc1Cl (stereo unspecified)
44	-16	-5	x	2	-10	-1	0	8	-0.6	-8	COC(=O)c1c(C)nc(C)c(C(=O)OC)c1-c1cccs1
45	-1	-4	4	-5	-13	-4	-3	2	-3.0	-2	CC1CCC(C(=O)NC(C(=O)NCc2cccnc2)C(C)C)CC1 (stereo unspecified)
46	-3	-7	9	0	-16	-3	x	-20	-0.2	20	COc1cc(OC)c(N(C)S(=O)(=O)c2cccc(C(=O)OCC(=O)N(C)C3CCCCC3)c2)cc1Cl
47	4	-4	12	1	-3	x	-5	19	-1.0	-19	CCC(=O)c1ccc(OCC(=O)OCC(=O)Nc2cccc(S(=O)(=O)N3CCCC3)c2)cc1
48	1	-3	14	0	-5	4	-5	18	0.3	-18	O=C(O)c1ccc(-c2ccccc2)[nH]c1=O
49	-14	-9	2	4	1	-3	x	1	-1.7	-1	COC(=O)CCC(=O)Nc1ccc(S(=O)(=O)N2CCCCCC2)cc1
50	1	0	-5	-2	-4	-4	-8	-17	0.0	17	O=C(Nc1cccc(C(F)(F)F)c1)Nc1ccc2[nH]c(=O)[nH]c2c1
51	x	3	8	5	0	7	11	7	-0.1	-7	Cc1ccc(O)c(NS(=O)(=O)c2cccc3nsnc23)c1
52	-7	-8	-33	-1	-9	-4	-4	7	-0.5	-7	CN(C)CCN(Cc1cc2cc3c(cc2[nH]c1=O)OCO3)C(=S)NCC1CCCO1 (stereo unspecified)
53	-1	3	-5	-3	-10	0	x	9	-1.9	-9	COc1ccccc1NC(=O)N1CCCC1C(=O)NCc1ccccc1Cl (stereo unspecified)
54	4	-3	-6	1	-12	x	37	6	-0.7	-6	Cc1ccc(SCCC(=O)Nc2ccccc2Br)cc1
55	20	-7	-4	-1	4	3	11	-62	-2.8	62	COc1ccc(C(=O)Nc2ccc3c(c2)CCCN3C(=O)c2cccs2)c(OC)c1
56	6	-11	-14	25	0	0	1	-9	0.4	9	COc1ccc(S(=O)(=O)N2CCN(C(=O)c3c(C)nn(-c4ccccc4)c3Cl)CC2)cc1
57	12	3	16	0	5	-5	-12	14	-1.8	-14	O=[N+]([O-])c1ccccc1CN1CCN(Cc2ccc3ccccc3c2)CC1
58	0	-8	16	0	-15	-3	14	-17	x	17	CC(C)c1ccc(NC(=O)CSC(C)c2nc3ccccc3c(=O)[nH]2)cc1 (stereo unspecified)
59	7	-11	-3	20	-12	0	3	0	-0.6	0	Cc1cc(=O)[nH]c(Nc2c(C)n(C)n(-c3ccccc3)c2=O)n1
60	8	-3	16	-3	-2	0	-3	-23	-2.3	23	CCOc1ccc(C(C)NC(=O)C2CCC2)cc1 (stereo unspecified)
61	-6	-25	-11	1	-10	-3	x	18	-0.2	-18	Cc1sc2nc(CSC(C)C(=O)Nc3ccc(Cl)cn3)[nH]c(=O)c2c1C (stereo unspecified)

An excerpt from above with just SR-BI DiI inh, PvdQ acylase and CAL PDZ FP-1:
cpd | canonical_smiles | SR-BI DiI inh | PvdQ acylase | CAL PDZ FP-1
41 | O=C(c1nsc(Cl)c1Cl)N1CCCCC1 | -27 | -4 | 0
42 | O=C1CCC(=O)N1c1ccc(-c2nc3sc4c(c3c(=O)o2)CCC4)cc1 | -13 | -9 | x

Compound activity (PubChem BioAssay)
